Source: PubChem (several laboratories)
MEP2-GFP yeast: modulators of MEP2-GFP levels in yeast, primary screen, S. cerevisiae, multiplex flow cytometry, MLPCN library; S. cerevisiae MEP2-GFP strain, 3 h; 100% = DMSO control level; GFP response vs DMSO, % at 10 µM; 0.51% of 330,000 active; AID 2016, 2009;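 active = GFP response versus DMSO above a set limit, roughly screen mean plus 3 SD, cut at about 180% in these data; inconclusive = fewer than 70 cells counted for a yeast strain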;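 note: median GFP fluorescence of the barcode-gated MEP2-GFP cells per well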
RPL19A-GFP yeast: RPL19A-GFP expression modulators in yeast, primary screen, cell-based, S. cerevisiae, multiplex flow cytometry, MLPCN. AID 2025, 2009. S. cerevisiae RPL19A-GFP strain, 3 h; hits give low values. 0.3% of 330,000 active. percent response vs DMSO, % at 10 µM;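 active = percent response vs DMSO below 50%; inconclusive = fewer than 70 events counted for the yeast strain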;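 note: median channel GFP fluorescence of the barcoded RPL19A-GFP strain; ratio of sample median GFP to plate DMSO average so 100% = DMSO; lower means less RPL19A-GFP as with rapamycin TOR inhibition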
JMJD2C inh: inhibitors of GASC-1 histone demethylase, primary screen, biochemical, fluorescence, DELFIA europium | 0.069% of 330,000 active | GST-JMJD2C(1-420) H3K9me3 demethylation | AID 2099, 2009 | inhibition, % at 2.35 µM;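 active = more than half of a compound's replicate wells show inhibition beyond 50%, single wells judged on their own value; inconclusive = some, but no more than half, of replicates pass 50% inhibition; inactive = no replicate passes 50% inhibition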;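 note: signal counts dimethyl H3K9 product captured on neutravidin plate; 0% = median of DMSO wells and 100% = 0.3 times that DMSO median; strong numbers were not always called active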
Target sequence (Q9H3R0 1-420 limits assumed): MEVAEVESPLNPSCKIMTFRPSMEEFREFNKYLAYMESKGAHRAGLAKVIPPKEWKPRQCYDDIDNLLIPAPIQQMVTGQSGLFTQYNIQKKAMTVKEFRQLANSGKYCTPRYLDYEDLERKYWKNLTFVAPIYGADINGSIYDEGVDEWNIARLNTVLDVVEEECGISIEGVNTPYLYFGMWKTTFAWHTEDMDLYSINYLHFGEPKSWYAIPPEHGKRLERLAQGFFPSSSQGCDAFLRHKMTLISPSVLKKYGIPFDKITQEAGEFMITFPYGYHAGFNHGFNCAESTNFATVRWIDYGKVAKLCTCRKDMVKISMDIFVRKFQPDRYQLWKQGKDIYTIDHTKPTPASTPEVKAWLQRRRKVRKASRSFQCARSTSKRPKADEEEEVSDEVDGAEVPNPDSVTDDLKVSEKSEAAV
CIT2 TOR yeast: modulators of CIT2-GFP expression in yeast, primary screen, S. cerevisiae, GFP fusion, multiplex flow cytometry, MLPCN library; S. cerevisiae CIT2-GFP strain, 3 h; 100 means same as DMSO wells; GFP response vs DMSO, % at 10 µM; 0.065% of 320,000 active;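 active = GFP response relative to DMSO above a set limit, near the screen mean plus 3 SD, cut at about 150% in these data; inconclusive = Fewer than 70 cells measured for a yeast strain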;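 note: ratio of well median GFP fluorescence to mean of DMSO wells on the plate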
VLA-4 inh: inhibition in human VLA-4 binding assay, primary screen, VLA-4 allosteric modulator project, MLPCN library, flow cytometry, VLA-4 expressing cells; Integrin alpha-4 (Homo sapiens), P13612; ligand binding flow cytometry; inhibition, % (about 7 µM as worked out from the volumes in the protocol); 0.2% of 330,000 active; AID 2557, 2010; in the data active = inhibition above about 50%
LAP4 TOR yeast: modulators of LAP4-GFP expression in yeast, primary screen, S. cerevisiae, multiplex flow cytometry, MLPCN library; GFP response vs DMSO, % at 10 µM; 3 h; median GFP as percent of DMSO wells; 0.34% of 320,000 active; AID 2023, 2009;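 active = GFP response vs DMSO above a set limit, about the screen mean plus 3 SD, cut at about 150% in these data; inconclusive = under 70 cell events counted for the yeast strain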
AGP1-GFP MLPCN: modulators of AGP1-GFP expression in yeast TOR pathway, primary screen, cell-based, multiplex flow cytometry, S. cerevisiae, MLPCN library; 3 h; GFP as percent of DMSO wells; GFP response vs DMSO, % at 10 µM; 0.02% of 320,000 active; AID 2066, 2009;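 active = GFP response relative to DMSO above a set limit, near screen average plus 3 SD, cut at about 150% in these data; inconclusive = fewer than 70 cells counted for the yeast strain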;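 note: median GFP channel fluorescence of the gated AGP1 strain per well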
GRK2 aptamer HTS: compounds blocking aptamer binding on GRK2 – biochemical, human GRK2, bead flow cytometry, HTS, primary screen | inhibition of aptamer binding, % at 10 µM | 0.59% of 330,000 active | AID 488847, 2010 | FAM-aptamer displacement from GRK2;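 active = inhibition of aptamer binding above 40%, roughly 3 SD of noise, on plates passing a quality check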;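 note: median bead fluorescence of bound FAM aptamer so fluorescent compounds give negative values; no value below 0 was filed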
Target sequence (P25098 whole entry, looked up): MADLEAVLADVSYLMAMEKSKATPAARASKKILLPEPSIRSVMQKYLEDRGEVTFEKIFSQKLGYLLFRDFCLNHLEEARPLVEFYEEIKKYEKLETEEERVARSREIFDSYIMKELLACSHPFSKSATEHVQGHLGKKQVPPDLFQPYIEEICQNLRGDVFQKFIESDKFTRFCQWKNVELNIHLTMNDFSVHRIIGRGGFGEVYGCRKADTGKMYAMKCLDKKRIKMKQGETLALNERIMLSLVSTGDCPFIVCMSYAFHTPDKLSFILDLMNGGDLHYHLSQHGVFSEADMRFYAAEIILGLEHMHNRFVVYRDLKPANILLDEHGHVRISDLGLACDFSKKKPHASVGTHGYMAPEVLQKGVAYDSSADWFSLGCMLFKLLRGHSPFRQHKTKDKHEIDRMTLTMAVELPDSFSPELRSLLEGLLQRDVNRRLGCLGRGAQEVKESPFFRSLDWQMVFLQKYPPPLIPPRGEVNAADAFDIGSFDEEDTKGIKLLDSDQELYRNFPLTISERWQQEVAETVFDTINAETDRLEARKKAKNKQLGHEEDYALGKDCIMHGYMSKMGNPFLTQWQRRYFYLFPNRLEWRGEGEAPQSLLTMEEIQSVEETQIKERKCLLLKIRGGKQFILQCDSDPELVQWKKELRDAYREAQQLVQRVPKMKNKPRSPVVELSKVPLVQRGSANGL
* hit, by the source's call; ? = inconclusive; . = not tested or not shown; [ ] = another dose, or the depositor's remark.

Preview, 12 compounds:
SMILES	MEP2-GFP yeast	RPL19A-GFP yeast	JMJD2C inh	CIT2 TOR yeast	VLA-4 inh	LAP4 TOR yeast	AGP1-GFP MLPCN	GRK2 aptamer HTS
COc1cc(/C=C2/C(=N)N3N=C(C(C)C)SC3=NC2=O)ccc1OS(=O)(=O)c1ccccc1	105	104	-12	103	-16	83	95	2
OCn1c2ccccc2c2ccccc21	100	98	2	101	7	89	95	18
Cn1c([N+](=O)[O-])cnc1COC(N)=O	92	95	8	84	45	104	87	5
CC1CC2(C)CC(C)C1(COC(=O)Nc1ccccc1)CO2 (stereo unspecified)	102	98	-23	91	4	98	102	3
CC1CCCCN1C(=O)CCn1c(=O)oc2ccccc21 (stereo unspecified)	104[may fluoresce green]	101[may fluoresce green]	9	102[may fluoresce green]	9	100[may fluoresce green]	101[may fluoresce green]	4
COc1nc(-c2ccncc2)nc2ccccc12	95	101	-12	105	-3	94	82	0
CCOC(=O)C1CCCN(C(=O)c2cc3c(C)nc4ccccc4c3o2)C1 (stereo unspecified)	96	95	3	95	3	98	94	0
CC(C)N1CCN(Cc2ccc3nsnc3c2)CC1CCO (stereo unspecified)	99	98	-5	82	11	102	89	2
CC(C)c1nnc(NC(=O)CCC(=O)N2CCN(Cc3ccccc3)CC2)s1	100	102	4	95	1	98	99	3
Cn1cccc1CNC(=S)Nc1cc(F)cc(F)c1	102	95	0	85	1	110	98	0
CCCNc1nc(NCC)nc(OC)n1	104	97	-6	101	15	101	103	2
O=C(Nc1ccccc1Cc1ccccc1)c1ccncc1	103	108	5	106	3	109	107	0

This part in full, from the start:
SMILES	MEP2-GFP yeast	RPL19A-GFP yeast	JMJD2C inh	CIT2 TOR yeast	VLA-4 inh	LAP4 TOR yeast	AGP1-GFP MLPCN	GRK2 aptamer HTS
COc1cc(/C=C2/C(=N)N3N=C(C(C)C)SC3=NC2=O)ccc1OS(=O)(=O)c1ccccc1	105	104	-12	103	-16	83	95	2
OCn1c2ccccc2c2ccccc21	100	98	2	101	7	89	95	18
Cn1c([N+](=O)[O-])cnc1COC(N)=O	92	95	8	84	45	104	87	5
CC1CC2(C)CC(C)C1(COC(=O)Nc1ccccc1)CO2 (stereo unspecified)	102	98	-23	91	4	98	102	3
CC1CCCCN1C(=O)CCn1c(=O)oc2ccccc21 (stereo unspecified)	104[may fluoresce green]	101[may fluoresce green]	9	102[may fluoresce green]	9	100[may fluoresce green]	101[may fluoresce green]	4
COc1nc(-c2ccncc2)nc2ccccc12	95	101	-12	105	-3	94	82	0
CCOC(=O)C1CCCN(C(=O)c2cc3c(C)nc4ccccc4c3o2)C1 (stereo unspecified)	96	95	3	95	3	98	94	0
CC(C)N1CCN(Cc2ccc3nsnc3c2)CC1CCO (stereo unspecified)	99	98	-5	82	11	102	89	2
CC(C)c1nnc(NC(=O)CCC(=O)N2CCN(Cc3ccccc3)CC2)s1	100	102	4	95	1	98	99	3
Cn1cccc1CNC(=S)Nc1cc(F)cc(F)c1	102	95	0	85	1	110	98	0
CCCNc1nc(NCC)nc(OC)n1	104	97	-6	101	15	101	103	2
O=C(Nc1ccccc1Cc1ccccc1)c1ccncc1	103	108	5	106	3	109	107	0
O=C(Nc1cccc(-c2cccc(F)c2)c1)C1CCN(CC2CCOC2)CC1 (stereo unspecified)	102	104	-24	.	22	84	93	0
COc1nccc(C(F)(F)F)c1C(=O)NC(=O)Nc1ccccc1	98	98	4	101	-4	110	109	0
CC1=C(C(=O)Nc2ccccc2)C(c2cccnc2)n2ncnc2N1 (stereo unspecified)	94	98	-4	94	-6	87	97	0
COc1c(C(=O)NCCSC(C)(C)C)ccc2ccccc12	100	93	-31	89	11	103	92	0
CCOC(=O)N1CCN(CC(=O)N2c3ccccc3Sc3ccccc32)CC1	111	107	0	109	1	91	91	3
CC(Oc1cc2oc(=O)c3c(c2cc1Cl)CCCC3)C(=O)NCC1CCC(C(=O)O)CC1 (stereo unspecified)	109	95	3	104	4	100	102	0
Cc1cccc(CCNC(=O)CN(C)S(=O)(=O)c2cnc[nH]2)c1	96	100	13	103	12	106	103	1
Fc1ccc(C2c3[nH]c4ccccc4c3CCN2Cc2ccoc2)cc1 (stereo unspecified)	93	100	-2	82	1	93	95	9

Some of the entries above, reformatted.
MEP2-GFP yeast,RPL19A-GFP yeast,JMJD2C inh,CIT2 TOR yeast,VLA-4 inh,LAP4 TOR yeast,AGP1-GFP MLPCN,GRK2 aptamer HTS,SMILES
94,98,-4,94,-6,87,97,0,CC1=C(C(=O)Nc2ccccc2)C(c2cccnc2)n2ncnc2N1 (stereo unspecified)
100,93,-31,89,11,103,92,0,COc1c(C(=O)NCCSC(C)(C)C)ccc2ccccc12

(more compounds)
SMILES	MEP2-GFP yeast	RPL19A-GFP yeast	JMJD2C inh	CIT2 TOR yeast	VLA-4 inh	LAP4 TOR yeast	AGP1-GFP MLPCN	GRK2 aptamer HTS
COc1ccc(NC(=O)CC2CCCC2)cc1OC	102	95	-8	93	18	97	95	0
CCOC(=O)c1c(C)[nH]c(C)c1S(=O)(=O)N(C)CC(=O)N(C)Cc1ccccc1	109	104	32	109	13	100	105	2
CCCn1c(C2CCCN2c2nc(-c3ccc(C)cc3)cs2)nc2cc(Cl)c(N3CCCCC3)cc21 (stereo unspecified)	91	97	-5	74	16	113	85	1
C/C(N)=C(/C#N)C(=O)COC(=O)C(NS(=O)(=O)c1ccc(Cl)cc1)C(C)O (stereo unspecified)	98	98	-10	102	35	96	100	2
O=C(c1cc(-c2cccc(Cl)c2)on1)N1CCOCC1	103	98	16	96	2	109	104	2
O=C1OC(N2C(=O)CC[C@H]2C(=O)Nc2cccc(F)c2)c2ccccc21 (stereo partly specified)	94	102	1	101	-8	105	103	0
Clc1ccc(N2CCN(c3ncnc4c3oc3ccccc34)CC2)cc1	101	97	-9	95	-9	97	105	1
Cc1ccc2nc(Cl)c(/C=C/C(=O)c3ccco3)cc2c1	97	97	3	85	-4	129	99	.
COc1ccc(C2C(C#N)=C(C)NC3=C2C(=O)CC(C)(C)C3)c(OC)c1 (stereo unspecified)	100	99	3	102	13	100	102	1
FC(F)Oc1ccc(NC(=S)NCc2nc3ccccc3[nH]2)cc1	96	101	-8	98	-1	100	100	0
CC(C)(C)c1csc(N(CCC#N)CCC#N)n1	105	102	1	106	-4	99	103	3
Cc1cccc(Oc2coc3cc(OC(=O)c4cccs4)ccc3c2=O)c1	94	98	15	96	1	94	94	1
Cc1cccc(Nc2ccc(S(=O)(=O)N3CCOCC3)cc2[N+](=O)[O-])c1	109	100	7	108	6	103	102	0
CC(C)(C)NC(=O)COc1ccc(CNCc2cccs2)cc1	98	94	6	88	32	93	93	0
CC(C)Cn1c(-c2ccc(Cl)cc2)cnc1SCC(=O)N1CCOCC1	105	96	.	97	4	108	97	1
Cc1ccc(CNC(=O)C2CC(c3ccc(C(F)(F)F)cc3)=NO2)o1 (stereo unspecified)	94	98	6	98	10	94	99	1
O=S(=O)(NCc1ccccc1)c1ccc(F)cc1Br	97	96	0	92	17	131	87	0
CN(C(=O)CN1CCCCCC1)c1c(N)n(Cc2ccccc2)c(=O)[nH]c1=O	99	100	7	101	44	94	103	0
CCOC(=O)c1c(NC(=O)CSc2nnc(-c3cccnc3)n2Cc2ccco2)sc(C)c1C	101	100	-1	106	-6	95	105	0
OC(COc1ccccc1)CN1CCN(Cc2ccc3c(c2)OCO3)CC1 (stereo unspecified)	105	106	10	109	-2	101	108	5
Cc1c(C)n(CC(O)CN2CCOCC2)c2ccccc12 (stereo unspecified)	114	110	3	114	7	111	119	0
COCc1nnc(NC(=O)c2sc3ccccc3c2Cl)s1	101	105	4	96	25	114	92	3
CC(OC(=O)C1=COCCO1)C(=O)Nc1cc(S(=O)(=O)N2CCCCC2)ccc1Cl (stereo unspecified)	99	97	-10	102	18	102	102	3
COc1ccc(C(=O)c2c[nH]c3ccccc23)cc1	101	.	-7	95	4	103	93	0
O=C(CCNC(=O)c1ccc(Br)cc1)Nc1ccc(S(=O)(=O)Nc2ncccn2)cc1	108	95	-16	111	8	103	97	0
Fc1ccc(F)c(CN2CCN(c3ncccn3)CC2)c1	100	97	-3	97	0	101	94	0
Cc1ccc(S(=O)(=O)NNC(=O)CCC(=O)Nc2ccccc2)cc1	98	100	-5	104	-1	95	103	0
O=C(CCc1nnc2n(Cc3ccc(F)cc3)c(=O)c3ccccc3n12)N1CCN(c2ccccn2)CC1	93	96	-2	99	15	92	100	0
O=C(N/N=C/c1nn(-c2ccccc2)cc1-c1ccccc1)c1ccncc1	113	96	32	96	12	106	98	6
C#CCOCCOCCOCCNc1nc(N2CCN(C(=O)[C@H](CCC(=O)O)n3cc(C(N)CC(C)C)nn3)CC2)nc(N2CCN(C(=O)[C@H](Cc3cc4ccccc4[nH]3)n3cc(C(N)CC(C)C)nn3)CC2)n1 (stereo partly specified)	91	102	-11	99	-9	103	93	0
Cc1nn(-c2ccccc2)c(Oc2ccc(F)cc2)c1/C=N/n1cnnc1	100	93	.	101	-26	96	95	1
COC(=O)[C@@H](NC(=O)O[C@@H]1C(=O)c2cc(Br)ccc2O[C@H]1c1cccc(OC)c1)C(C)C	92	100	-5	77	-2	106	83	4
O=C(CNC(=O)c1ccc2c(c1)OCCO2)N/N=C/c1cccc(Br)c1	107	102	0	101	-1	106	103	0
Cc1cccc(CNc2ccc(S(=O)(=O)N3CCCCC3)cc2)c1	98	96	7	93	10	111	92	0
CC(=O)NCC(=O)OCC(=O)c1ccccc1	104	95	-8	100	5	100	99	7
CNC(=O)COC(=O)c1ccc(NC(=O)CC#N)cc1	100	97	4	94	5	99	98	1
CC(=O)Nc1ccc(NC(=O)COc2ccc(Cl)cc2Cl)cc1	104	100	-6	94	-2	104	91	0
CCOc1ccc(-c2nn(-c3ccccc3)cc2/C=C2\SC(=S)N(Cc3ccco3)C2=O)cc1	101	94	13	96	-7	88	91	16
COc1ccc(S(=O)(=O)Nc2ccccc2OC)cc1NC(=O)Cc1cccs1	102	103	-5	100	6	95	99	1
O=C(/C=C/c1ccco1)N(Cc1ccc(Cl)cc1)C1CCS(=O)(=O)C1 (stereo unspecified)	102	99	1	97	3	113	105	0
Cc1sc2nc(CN3CCOCC3)nc(Oc3ccc(NC(=O)c4ccco4)cc3)c2c1C	94	97	?	93	0	101	99	0
CCCCc1ccc(NC(=O)NCc2ccccn2)cc1	92	100	21	93	9	83	92	0
Cc1ccc2c(c1)c(=O)c(Br)c(C)n2Cc1ccccc1	101	102	2	102	-35	93	100	3
C/C=C/Cn1cccc(C(=O)Nc2ccc(OC)cc2)c1=O	101	95	6	82	1	100	92	3
Cc1cccc2cc(C#N)c(SCC(=O)N3CCC(C)CC3)nc12	85	94	-49	76	15	81	81	0
O=C(CSCc1ccc(Cl)cc1)NN=C1CCCCCC1	103	102	1	90	5	102	98	1
CCN(CC)S(=O)(=O)c1cccc(NC(=O)COC(=O)C2CC3C=CC2C3)c1 (stereo unspecified)	106	102	0	113	3	105	101	2
CC(C)Cc1nnc(NC(=O)CSc2nc(=O)cc(N)n2-c2ccccc2)s1	96	102	9	112	-2	103	104	3
COc1ccc(CCCc2n[nH]c(=S)o2)c(C)c1	107	95	2	94	-9	99	86	0
